# Bioassay records (PubChem)
# TDP2 absorb = TDP2 (human) inhibition, absorbance primary screen. recombinant TDP2, T5PNP hydrolysis, p-nitrophenol absorbance 415 nm. inhibition, % at 12.8 µM. O95551. 370,000 tested, 0.34% active;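 active = inhibition above the mean of all tested compounds plus 3 SD, set per campaign, cut at about 25% in these data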;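 also: 0% = DMSO with enzyme and 100% = buffer with substrate but no TDP2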
# Target sequence (O95551 whole entry, looked up): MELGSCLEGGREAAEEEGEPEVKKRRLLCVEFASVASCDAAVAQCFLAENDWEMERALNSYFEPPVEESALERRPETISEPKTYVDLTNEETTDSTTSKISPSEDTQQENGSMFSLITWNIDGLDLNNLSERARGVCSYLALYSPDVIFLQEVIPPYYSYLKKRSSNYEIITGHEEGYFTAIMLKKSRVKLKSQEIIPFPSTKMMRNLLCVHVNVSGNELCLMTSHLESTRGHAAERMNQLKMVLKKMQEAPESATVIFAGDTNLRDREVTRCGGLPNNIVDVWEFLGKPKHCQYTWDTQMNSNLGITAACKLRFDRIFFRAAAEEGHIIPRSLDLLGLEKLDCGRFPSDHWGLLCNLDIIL
#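 Assay system: Recombinant human TDP2 | Quantity: 120 nM TDP2 per well | Incubation: 2 h at 37 °C | Signal: Epi absorbance | Evaluation: Percent inhibition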
# PLCg1 inh = blocks human PLC-gamma1 enzyme activity; P19174; 370,000 tested, 0.84% active; purified PLC-gamma1, fluorogenic substrate, fluorescence; inhibition, % at 12.2 µM; in the data active = inhibition above about 9.5%
# DDE Tn6 FP inh = DD(E)-Tn6 binding inhibition, primary FP screen. Fibrin DD(E) TRITC-Tn6 fluorescence polarization displacement. P02675. inhibition, % at 8.3 µM. 370,000 tested, 0.21% active;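 active = inhibition above a per-campaign cutoff: mean of compounds within control limits plus 3 SD, cut at about 15% in these data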;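 also: 0% = median of all compound wells on the plate and 100% = blocking peptide control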
# ADAM10 inh = ADAM10 inhibition, QFRET primary screen; O14672; recombinant ADAM10, EDANS/DABCYL FRET peptide cleavage, 3 h; inhibition, % at 7 µM; 370,000 tested, 0.62% active;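 active = inhibition above a per-campaign cutoff equal to the mean of compounds falling between control-based bounds plus 3 SD, cut at about 20% in these data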;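 also: 0% = DMSO wells while the 100% control is not disclosed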
# ASAP1 GAP inh = blocks human ASAP1-stimulated Arf1 GTP hydrolysis. Q9ULH1. GDP FP detection. inhibition, % at 16.5 µM. 360,000 tested, 0.19% active; in the data active = inhibition above about 25%;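 also: 0% = vehicle with enzyme and substrate and 100% = no enzyme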
# PLC-beta3 inh = inhibitors of human phospholipase C beta3; Q01970; Purified PLC-beta3, fluorogenic substrate, fluorescence; inhibition, % at 12.2 µM; 370,000 tested, 0.18% active; in the data active = inhibition above about 11%;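 also: 0% = median of compound wells on plate and 100% = full blocker control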
# ADAM17 inh = inhibits human ADAM17 | recombinant ADAM17, EDANS/DABCYL FRET peptide cleavage | inhibition, % at 6.95 µM | 370,000 tested, 0.83% active;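 active = inhibition above the mean of compounds lying between control limits plus 3 SD, set per campaign, cut at about 8.5% in these data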;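 also: 0% = DMSO-only wells as the low control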
# SIAE inh = blocks human sialic acid acetylesterase; Q9HAT2; SIAE FP-Rh probe binding, fluorescence polarization; inhibition, % at 9.66 µM; 370,000 tested, 0.69% active;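 active = inhibition above a cutoff: mean of compounds within the control limits plus 3 SD of those, cut at about 17% in these data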;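 also: 0% = plate median of compound wells and 100% = probe without SIAE protein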
# Target sequence (Q9HAT2 whole entry, looked up): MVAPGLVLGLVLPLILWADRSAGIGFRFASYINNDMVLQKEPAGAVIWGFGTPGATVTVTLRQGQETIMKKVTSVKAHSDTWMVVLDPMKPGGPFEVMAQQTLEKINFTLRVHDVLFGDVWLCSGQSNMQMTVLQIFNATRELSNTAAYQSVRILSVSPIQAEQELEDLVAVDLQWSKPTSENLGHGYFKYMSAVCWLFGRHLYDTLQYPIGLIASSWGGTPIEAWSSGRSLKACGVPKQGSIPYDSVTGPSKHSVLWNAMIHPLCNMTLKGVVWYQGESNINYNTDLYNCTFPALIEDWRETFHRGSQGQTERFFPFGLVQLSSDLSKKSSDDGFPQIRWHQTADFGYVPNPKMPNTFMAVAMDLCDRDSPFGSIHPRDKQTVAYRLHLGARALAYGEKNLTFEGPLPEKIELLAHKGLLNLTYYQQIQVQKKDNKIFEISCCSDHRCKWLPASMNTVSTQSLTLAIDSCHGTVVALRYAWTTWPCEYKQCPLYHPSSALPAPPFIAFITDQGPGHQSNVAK
# DDE Tn7 FP inh = disrupts Tn7 cyclic peptide binding to fibrin D-Dimer-E complex; AID 720508; P02675; 370,000 tested, 0.13% active; FP displacement of FITC-Tn7 peptide from fibrin DD(E); 0% = median of compound wells per plate; inhibition, % at 8.3 µM;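 active = inhibition above the mean of compounds falling within the control limits plus 3 SD of them, cut at about 14% in these data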;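 also: 0% = plate median of compound wells and 100% = 10 µM Aha-Tn7 peptide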
#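 Measure: % inhibition scaled between sample-field median and high-control FP; Test system: human fibrin DD(E); Quantity: 2 µM final DD(E) protein; Doses: one dose, 8.3 µM nominal; Schedule: compound with protein 10 min, then 3 h after probe, room temperature; Detection: fluorescence polarization; Medium: Tris buffer with calcium and detergent, pH 7.8.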
# ARFGAP1 inh = inhibits rat ARF GTPase activating protein 1. 360,000 tested, 0.26% active. Arfgap1-stimulated ARF1 GTP hydrolysis, GDP FP detection. Q62848. inhibition, % at 16.5 µM. AID 651572;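 active = inhibition above a per-plate limit, mean inhibition of low control wells plus 3 SD, cut at about 25% in these data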;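 also: 0% = DMSO wells with enzyme and 100% = wells lacking Arfgap1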
# Target sequence (Q62848 1-136 limits assumed): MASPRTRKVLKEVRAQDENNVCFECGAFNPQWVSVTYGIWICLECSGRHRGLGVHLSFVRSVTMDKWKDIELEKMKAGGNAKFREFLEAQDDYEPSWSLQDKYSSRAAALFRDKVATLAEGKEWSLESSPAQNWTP
#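 System: truncated rat Arfgap1 GAP domain / Benchmarks: high control wells lacking Arfgap1, low control full reaction with DMSO / Times: compound-enzyme preincubation 20 min, reaction 120 min, detection 60 min, 25 °C / Repeats: one replicate per compound / Also added: human ARF1(Δ1-17)-GTP substrate / Measured by: Tracer-displacement fluorescence polarization with EDTA stop, 620/688 nm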
# * hit, by the source's call; i = inactive; / = not tested or not shown. No enrichment for hits; about 3.6% have a hit in one of these screens.
SMILES,TDP2 absorb,PLCg1 inh,DDE Tn6 FP inh,ADAM10 inh,ASAP1 GAP inh,PLC-beta3 inh,ADAM17 inh,SIAE inh,DDE Tn7 FP inh,ARFGAP1 inh
CCOC(=O)CCCCCC(=O)Nc1ccc2c(c1)C(=O)N([C@@H](C)CO)C[C@H](C)[C@H](CN(C)C(=O)Nc1ccc(C(F)(F)F)cc1)OCCCC[C@H](C)O2,3,0,1,5,1,0,-1,-5,-8,2
CCN1C(=NCCN2CCOCC2)N[C@@H](c2ccccc2)C(C(=O)OC)=C1C,-3,-1,2,12,-9,-4,2,-2,2,7
Cc1ccccc1C(=O)c1cccn1CC(=O)NCc1ccco1,-3,2,-2,-10,4,2,-4,-8,8,-9
COc1ccc(OCCCSc2ncccn2)cc1,0,0,1,0,-17,2,-2,-3,2,-2
Cc1ccc(NC(=O)NC(=O)CN2CCCC2c2ccc3c(c2)OCCO3)cc1C (stereo not drawn),-10,-5,3,-1,-11,-7,-2,-4,5,12
O=C(NCCc1ccc2c(c1)OCCO2)c1cccc(S(=O)(=O)N2CCCC2)c1,5,1,-1,-3,4,-4,-2,12,4,-7
COc1ccc(CN2C(=O)C(CC(=O)NCCCN(C)C)CC(C(=O)N(C)C)=C2C)cc1 (stereo not drawn),7,1,1,-7,-4,-1,1,10,2,-15
O=C1c2ccccc2/C(=C\c2ccc(O[C@@H]3CCCCO3)cc2)N1c1ccccc1,6,i,-5,-176,-6,i,-46,5,7,7
O=C(CSCc1c(F)cccc1Cl)NCc1ccncc1,-1,0,1,-5,-5,2,-4,1,-5,-13
Cc1ccc(C)c(NCc2n[nH]c(=S)n2-c2ccccc2)c1,5,0,5,10,-16,1,1,1,-6,3
O=C1NC2(CCCCC2)C(=O)N1Cc1ccc([N+](=O)[O-])cc1,3,1,-6,4,-5,-1,4,-1,-8,5
O=C(COC(=O)/C=C/c1cn(-c2ccccc2)nc1-c1cccnc1)Nc1ccc(Cl)cc1Cl,-10,-2,-3,-1,1,-1,2,-9,-1,-6
CC(C)c1[nH]c(=O)c(C#N)c2c1COC(C)(C)C2,3,-3,-6,-55,0,-9,-24,5,-1,-4
Cc1cc(O)c2c(c1)C(O)(C1OC(CO)C(O)C(O)C1O)c1cccc(O)c1C2=O (stereo not drawn),0,-14,-4,-10,12,-22,-1,4,1,3
N#Cc1ccccc1OCCCN1CCC(Cc2ccccc2)CC1,-2,9,7,8,-3,-1,3,1,-6,15
O=C(Cn1c(C(F)(F)F)nc2ccccc21)N=Nc1c(O)[nH]c2ccc(Br)cc12,2,2,3,-3,0,1,-1,6,-2,-9
COc1ccc(C(C)(NC(C)=O)c2nc(/C=C/c3ccccc3)cs2)cc1 (stereo not drawn),8,-5,2,2,10,-10,-2,5,7,6
O=C(NCCOc1ccccc1)C1CCC(=O)N(C2CCCCCC2)C1 (stereo not drawn),-5,-2,1,-5,0,-6,-1,-3,-8,17
CCCn1nc2cc(C(=O)NCc3ccccc3)ccc2c1OCC,-2,-422,5,i,3,i,-256,1,-4,0
Cc1nn(Cc2c(Cl)cccc2Cl)c(C)c1NC(=O)Cn1nc([N+](=O)[O-])c(Cl)c1C,-13,2,3,-8,8,-2,2,4,-2,-7
COc1ccc(NS(=O)(=O)c2cccc(C(=O)N/N=C/c3ccc4c(c3)OCCO4)c2)cc1,1,-14,-12,-8,2,-14,-3,-83,4,3
COc1ccc(CCNC(=O)CN2C(=O)c3cccc4cccc(c34)C2=O)cc1OC,0,2,0,-7,6,0,-3,-2,0,12
C/C(=C\c1ccccc1)C(=O)NCCCn1ccnc1,-10,3,2,4,-3,3,-2,-2,-3,-10
COc1ccccc1CNC(=O)Cn1cnnn1,-5,-3,-13,-13,10,-13,-6,-12,-1,5
O=C(Nc1nccs1)C1CCCN1S(=O)(=O)c1cccc2cccnc12 (stereo not drawn),-4,-1,-5,-9,11,-1,-2,-3,0,-8
CN(C)CCCN(C(=O)c1ccc2c(c1)OCCO2)c1nc2ccc(Cl)cc2s1,-4,0,2,-10,-10,-6,0,3,5,2
CCCCn1c(N)c(N(CC(C)C)C(=O)c2ccc(F)c(S(=O)(=O)N3CCOCC3)c2)c(=O)[nH]c1=O,2,2,-3,-8,-1,-6,2,5,-5,-4
C=CCn1c(SCC(=O)NC2CCCCC2)nnc1-c1ccccn1,-12,-2,0,-7,-5,-9,-4,1,-3,5
OCCNc1nc(Nc2ccccc2O)nc(N2CCCC2)n1,-7,4,-1,-3,1,-2,-3,1,-1,13
Cn1cnnc1SCc1ccccc1[N+](=O)[O-],18,0,-9,-5,-4,-4,-3,3,0,4
CCOc1ccc(CCNC(=O)CCn2cccc2)cc1OCC,-22,11*,-6,2,4,5,8,-10,1,1
COc1ccc(S(=O)(=O)NCC(c2ccco2)N2CCc3ccccc32)cc1 (stereo not drawn),-24,11*,-5,18,-2,3,14*,-10,-6,2
COc1ccc(OC)c(C2=NOC(C(=O)Nc3cccc(C(C)=O)c3)C2)c1 (stereo not drawn),6,-6,5,-10,-13,-1,-10,-2,8,4
Cc1ccc(COC(=O)c2ccc3c(c2)C(=O)N(CCCN2CCOCC2)C3=O)cc1,1,-2,-2,-7,15,0,-2,-1,-3,5
Cn1c(N)c(C(=O)COC(=O)/C=C/c2ccccc2Cl)c(=O)n(C)c1=O,-9,-2,-1,1,1,-4,-1,0,-3,-10
C[C@H]1CN([C@@H](C)CO)C(=O)CCCn2nncc2CO[C@H]1CN(C)C(=O)C1CC1,-5,-2,1,-10,6,5,-1,4,-1,0
CCOC(=O)NC(=O)/C(C#N)=N\Nc1cccc(Cl)c1,-15,4,-4,6,8,-8,3,2,-5,6
O=C(CNC(=O)c1ccc(Br)o1)NC12CC3CC(CC(C3)C1)C2,-13,9.9*,3,3,5,4,2,-6,-5,0
NC(=O)C1CCN(c2nc(-c3ccc4c(c3)CCO4)cs2)CC1,-5,3,-8,3,/,2,0,-15,3,/
CCc1ccc(NC(=O)c2cc3c(C)nc4ccccc4c3o2)cc1,-18,-18,-11,-51,7,-22,-51,-76,0,13
CCO[C@H]1OC(C(=O)NC2CC2)=C[C@@H](C2CC2)[C@@H]1CCCO,9,0,5,-8,8,5,-2,6,-8,4
CCCCCn1nnnc1-c1nc2cc(C)c(C)cc2[nH]c1=O,2,-312,5,i,2,-455,-162,-2,1,3
CC(C)NC(=O)CN1CCN(Cc2nc(-c3cccs3)no2)CC1,-6,0,-6,-9,4,-7,-5,-1,4,-4
COC(=O)c1ccc(CSc2nc3c(c(=O)n2-c2ccc(C)cc2)SCC3)o1,-17,7,0,19,5,10,12*,-9,0,-8
COc1ccc2ccc(OC)c(/C=N/NC(=O)c3cc4ccccc4o3)c2c1,-11,-115,-18,-63,2,-174,-13,-80,-4,-4
COc1cccc(NC(=O)C2CCN(S(=O)(=O)c3ccc4c(c3)N(C(C)=O)CCO4)CC2)c1,10,2,9,-2,-2,-6,3,0,0,-3
Cc1ccc(C)c(NC(=O)CCc2nnc3ccc(N4CCCCC4)nn23)c1,10,-3,-6,-2,-14,-6,-2,0,0,11
CN1C(=O)NC(NS(=O)(=O)c2ccc(N)cc2)(C(F)(F)F)C1=O (stereo not drawn),-6,-3,6,1,-1,0,-1,-6,5,-2
Cc1ccc(S(=O)(=O)C(C#N)=C2N(C)c3ccccc3N2C)cc1,-2,-14,-9,-8,-7,-16,-4,-2,5,-3
CCOC(=O)CNC(=O)CSc1nnc(Cn2cnc3ccccc32)n1C,2,2,-2,-2,10,4,-2,0,-13,-1
CC1(C)CC(=O)/C(=C(/O)Cc2ccccc2)C(=NCCc2ccccc2)C1,10,0,5,4,-2,2,2,3,-3,-1
CC(C)c1cccc(C(C)C)c1NC(=O)CNCC(O)c1ccccc1 (stereo not drawn),26*,4,2,0,-15,-1,-4,1,10,13
CC(=O)NC(Cc1c[nH]c2ccccc12)C(=O)O (stereo not drawn),6,3,-1,-7,10,4,1,3,-8,-4
CCOC(=O)c1c(-c2cccc(C)c2)csc1NC(=O)c1c(-c2ccccc2)noc1C,7,-2,1,-5,1,-3,-2,-7,6,1
CC(Sc1nc2cc(Cl)ccc2s1)C(=O)Nc1cccc(S(=O)(=O)N2CCOCC2)c1 (stereo not drawn),1,1,-8,15,20,1,9.5*,-38,-1,6
Cc1cc(C)cc(N(CC(=O)N2CCOCC2)S(=O)(=O)c2ccccc2)c1,-2,4,4,0,4,7,1,7,-1,0
O=S(=O)(NC1CC1)c1ccc(S(=O)(=O)N(Cc2ccccn2)C2CC2)cc1,8,0,-7,-8,-7,-6,-3,4,-2,-5
CSc1nc(Cl)cc(Nc2ccccc2N)n1,-7,0,2,6,-3,-1,2,4,6,-7
Cn1cc(Cl)c(C(=O)Nc2nc3ccc(Cl)cc3s2)n1,16,2,-8,1,16,-1,-6,6,2,-6
Cc1cccc(NC(=O)/C(C#N)=C/c2cn(CC(=O)NCc3ccco3)c3ccccc23)c1C,10,-353,-1,-60,5,-453,-22,-16,0,8
CCCCN(C(=O)c1ccc(N2CCCC2=O)cc1)c1c(N)n(Cc2ccccc2)c(=O)[nH]c1=O,0,-3,-2,-3,6,2,-3,-4,-3,4
N/C(CN1CCSCC1)=N\OCc1c(F)cccc1Cl,0,-1,-9,-4,-10,-7,-2,-1,-3,-4
COc1ccc(CNC(=O)c2ccc(NS(=O)(=O)c3c(C)noc3C)cc2)cc1,-2,8,-3,13,6,3,2,6,2,-3

# An excerpt from above in order of molar mass, lowest first.
SMILES,TDP2 absorb,PLCg1 inh,DDE Tn6 FP inh,ADAM10 inh,ASAP1 GAP inh,PLC-beta3 inh,ADAM17 inh,SIAE inh,DDE Tn7 FP inh,ARFGAP1 inh
O=C1NC2(CCCCC2)C(=O)N1Cc1ccc([N+](=O)[O-])cc1,3,1,-6,4,-5,-1,4,-1,-8,5
CCO[C@H]1OC(C(=O)NC2CC2)=C[C@@H](C2CC2)[C@@H]1CCCO,9,0,5,-8,8,5,-2,6,-8,4
COc1ccc(C(C)(NC(C)=O)c2nc(/C=C/c3ccccc3)cs2)cc1 (stereo not drawn),8,-5,2,2,10,-10,-2,5,7,6

# TDP2 absorb: what is marked active above
SMILES,TDP2 absorb,PLCg1 inh,DDE Tn6 FP inh,ADAM10 inh,ASAP1 GAP inh,PLC-beta3 inh,ADAM17 inh,SIAE inh,DDE Tn7 FP inh,ARFGAP1 inh
CC(C)c1cccc(C(C)C)c1NC(=O)CNCC(O)c1ccccc1 (stereo not drawn),26*,4,2,0,-15,-1,-4,1,10,13
